TNAP act hiacc = TNAP (human) activation, high acceptor; P05186; activation factor at 20 µM; 200,000 tested, under 10 active; purified TNAP, CDP-star luminescence, 1 M DEA, 30 min; active compounds read high; 0 = EDTA background, 1 = DMSO-only activity;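 active means activation factor at least 2 at 20 µM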
Target sequence (P05186 whole entry, looked up): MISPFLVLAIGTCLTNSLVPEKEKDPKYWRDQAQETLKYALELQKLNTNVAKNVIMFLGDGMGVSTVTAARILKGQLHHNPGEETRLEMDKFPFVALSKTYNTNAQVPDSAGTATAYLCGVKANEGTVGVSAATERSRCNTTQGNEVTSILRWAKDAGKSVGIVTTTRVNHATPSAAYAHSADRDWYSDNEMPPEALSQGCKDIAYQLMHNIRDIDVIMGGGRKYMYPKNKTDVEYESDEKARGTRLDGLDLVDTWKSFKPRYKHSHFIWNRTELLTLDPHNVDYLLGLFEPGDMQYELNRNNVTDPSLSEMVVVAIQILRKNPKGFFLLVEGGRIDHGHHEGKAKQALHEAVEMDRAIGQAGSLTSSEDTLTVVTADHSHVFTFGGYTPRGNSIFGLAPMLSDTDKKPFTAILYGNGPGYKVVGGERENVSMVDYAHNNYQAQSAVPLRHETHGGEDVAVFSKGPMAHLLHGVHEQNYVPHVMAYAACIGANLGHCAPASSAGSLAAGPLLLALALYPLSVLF
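Measured by: Luminescent substrate turnover signal | Test system: Human TNAP | Input: TNAP 1/800 final | Dosing: 20 µM single point | Schedule: 30 min, room temperature | Controls: EDTA wells as negative control, DMSO wells as positive control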
TR-FRET SRC-2 ct = counter-screen for PPARgamma SRC-2 recruitment agonists: TR-FRET artefact | TR-FRET ratio at 8 µM | active compounds read high | AID 1049 | 200,000 compounds, 0.4% hits; in the data active means TR-FRET ratio above about 2000; further: inactives centre near 1500
PPARg SRC2 recr = PPARgamma-driven SRC-2 recruitment agonism | P37231 | PPARgamma LBD-SRC-2 recruitment, biochemical | activation, % at 8 µM | 200,000 compounds, 0.34% hits | AID 1032; in the data active means activation above about 22%;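 further: 0% = vehicle and 100% = reference agonist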
Target sequence (P37231 whole entry, looked up, the tested form may be a part): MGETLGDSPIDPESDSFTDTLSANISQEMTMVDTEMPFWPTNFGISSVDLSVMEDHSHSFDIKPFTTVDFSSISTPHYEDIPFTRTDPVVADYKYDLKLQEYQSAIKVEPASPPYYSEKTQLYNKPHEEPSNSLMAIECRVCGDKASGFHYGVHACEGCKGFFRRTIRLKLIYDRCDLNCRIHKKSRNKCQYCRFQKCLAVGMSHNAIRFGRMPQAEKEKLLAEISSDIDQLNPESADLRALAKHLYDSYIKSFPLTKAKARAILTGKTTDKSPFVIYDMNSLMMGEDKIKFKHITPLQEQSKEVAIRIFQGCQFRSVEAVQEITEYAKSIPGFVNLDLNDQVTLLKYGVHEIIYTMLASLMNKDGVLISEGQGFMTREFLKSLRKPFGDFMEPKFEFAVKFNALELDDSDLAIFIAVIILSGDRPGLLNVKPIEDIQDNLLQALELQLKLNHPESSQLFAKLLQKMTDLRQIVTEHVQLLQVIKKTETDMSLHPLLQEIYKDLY
bIAP inh = blocks bovine intestinal alkaline phosphatase activity. 190,000 tested, under 10 active. AID 1019. purified bovine IAP, CDP-star luminescence, 30 min. inhibition, % at 20 µM;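 active means over 50% inhibition of intestinal alkaline phosphatase at 20 µM in the single-dose screen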
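System: Purified bovine intestinal alkaline phosphatase (IAP) enzyme | Input: IAP diluted 1/65,000,000 in the well | Also added: CDP-star chemiluminescent phosphatase substrate, 30 µM final | Dosing: 20 µM single dose | Times: Enzyme reaction for 30 min at room temperature | Detection: Luminescence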
TNAP inh no acc = TNAP (human) inhibition, acceptor-free conditions. 200,000 compounds, 0.26% hits. AID 1012. purified TNAP, CDP-star luminescence, 30 min. inhibition, % at 20 µM. P05186;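 active means tissue-nonspecific alkaline phosphatase inhibition above about 50% at 20 µM in the single-dose screen, limit read from the data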;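 further: 0% = DMSO negative control and 100% = EDTA positive control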
TNAP inh hiacc = blocks human TNAP under high phosphate acceptor concentration. purified TNAP, CDP-star luminescence, 1 M DEA. inhibition, % at 20 µM. 200,000 compounds, 0.03% hits. AID 1135;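 active means over 50% inhibition of tissue-nonspecific alkaline phosphatase at 20 µM in the single-dose screen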;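 further: plate controls were DMSO wells for no effect and EDTA-quenched wells as full inhibition for full effect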
PPARg SRC-3 ag = agonists of human PPARgamma SRC-3 coactivator recruitment. biochemical PPARgamma/SRC-3 coactivator recruitment assay. AID 731. activation, % at 8 µM. 200,000 compounds, 0.26% hits; in the data active means activation above about 23%;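 further: 0% = DMSO and 100% = reference agonist; some compounds past the cut are filed as inactive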
PPARg SRC-1 ag = PPARgamma-driven SRC-1 recruitment agonism; P37231; PPARgamma-SRC-1 coactivator recruitment biochemical assay; activation, % at 8 µM; 200,000 compounds, 0.41% hits; in the data active means activation above about 19%;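 further: 0% = DMSO and 100% = reference agonist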
bIAP act = intestinal alkaline phosphatase (bovine) activation; 200,000 compounds, 0.17% hits; purified bovine IAP, CDP-star luminescence, 30 min; active compounds read high; fold of DMSO-control signal, blank-subtracted; AID 1016; activation factor at 20 µM;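 active means activation factor of 2 or more at 20 µM, a signal rise over negative controls twice the positive control's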
HMGR II inh = blocks class II HMG-CoA reductase of Enterococcus faecalis; 190,000 compounds, 0.41% hits; inhibition, % at 10 µM; purified E. faecalis HMGR, NADPH absorbance 340 nm kinetic;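 active means inhibition above a set limit, the median over all tested compounds plus 3 SD, cut at about 9.5% in these data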;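 further: enzyme runs in reverse so mevalonate oxidation gives rising NADPH absorbance; 0% = complete reaction with DMSO and 100% = background rate lacking mevalonate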
Active calls of the source: *; x = not tested or not shown.

SMILES	TNAP act hiacc	TR-FRET SRC-2 ct	PPARg SRC2 recr	bIAP inh	TNAP inh no acc	TNAP inh hiacc	PPARg SRC-3 ag	PPARg SRC-1 ag	bIAP act	HMGR II inh
COc1cccc(-c2csc(N3CCN(S(=O)(=O)c4ccc(F)cc4)CC3)n2)c1	1.1	1831	-4	0	-14	-7	-1	1	1	2
Nc1ccc2nc(-c3cc(Cl)c(N)c(Cl)c3)[nH]c2c1	1	1794	21	-25	-8	-3	20	12	1.3	-2
CC1CCN(S(=O)(=O)c2ccc3ncn(CC(=O)N4CCN(C)CC4)c(=O)c3c2)CC1	1	1684	2	-10	3	0	3	8	1.1	-3
CSc1nc(-c2ccc(Cl)cc2)c(C#N)c(=O)n1C	1.1	1439	-5	-12	-8	-6	2	-8	1.1	-1
CCOC(=O)c1ccc(NC(=S)N(CCCN2CCN(C)CC2)Cc2cccs2)cc1	1	1572	-3	-1	-12	-2	-3	-4	1	-4
CC1(C)C2CCC1(C)C1(C2)NC(=O)c2ccccc2O1 (centres undefined)	1	1654	2	0	-1	4	1	7	1	2
O=C(Nc1cc(Cl)ccc1N1CCCCC1)c1cccs1	1	1628	11	22	-5	5	-4	-1	0.8	1
C[C@]1(C(=O)NCCc2c[nH]c3ccccc23)C=C[C@@H](Cc2ccccc2)N1C(=O)c1ccccc1	1	1417	-1	-26	13	1	0	-3	1.3	-2
O=C(NCCCN1CCOCC1)NC1CCCCC1	1	1474	4	2	-10	-3	8	-3	1	3
CCSc1ccc(-c2nn(-c3ccccc3)cc2/C=C(/C#N)C(=O)NCCCOC)cc1	1	1326	-9	18	-6	-1	-3	-8	0.8	-5
COc1ccc(CNC(=O)c2ccc(=O)oc2)cc1OC	1.1	1660	1	6	-5	-7	14	11	0.9	1
CC(C)CC(=O)N=Nc1c(O)[nH]c2ccccc12	1	1687	8	-8	1	2	4	13	1.1	4
COc1ccccc1NCCC(=O)OCC(=O)NC1CC1	1	1397	-5	6	-57	3	3	-6	0.9	-6
Cc1ccc(C2NC(=O)c3c(sc4c3CCN(C)C4)N2)s1 (centres undefined)	1	1743	11	14	2	3	1	9	0.9	1
O=C(OCC1CC(c2ccccc2)=NO1)c1ccc(Cl)cc1 (centres undefined)	1	1404	-2	11	2	-3	-12	-6	0.9	-2
CC1CCN(C(=O)CCNC(=O)Cn2cnc3sc4c(c3c2=O)CCCC4)CC1	1	1531	4	-6	3	-3	-6	0	1.1	-1
O=C(CN(CC1CCCO1)S(=O)(=O)c1ccc(S(=O)(=O)NC2CC2)cc1)Nc1ccccc1 (centres undefined)	1	1504	4	7	-3	-2	13	-4	0.9	-1
C/C(=N\Nc1cc(C)nc(-c2ccccc2)n1)c1cccc([N+](=O)[O-])c1	1	1330	11	3	-2	-4	8	-4	1	4
O=C(CCSc1ccc(Cl)cc1)Nc1cccnc1	1	1502	3	-15	-4	-4	7	5	1.2	-2
COc1ccc(-c2nnc(SCC(=O)N3CCN(c4ccccc4)CC3)o2)cc1OC	0.9	1252	-14	-3	2	7	-6	-4	1	-3

The final six records of the part above come first, to join the parts:
SMILES	TNAP act hiacc	TR-FRET SRC-2 ct	PPARg SRC2 recr	bIAP inh	TNAP inh no acc	TNAP inh hiacc	PPARg SRC-3 ag	PPARg SRC-1 ag	bIAP act	HMGR II inh
O=C(OCC1CC(c2ccccc2)=NO1)c1ccc(Cl)cc1 (centres undefined)	1	1404	-2	11	2	-3	-12	-6	0.9	-2
CC1CCN(C(=O)CCNC(=O)Cn2cnc3sc4c(c3c2=O)CCCC4)CC1	1	1531	4	-6	3	-3	-6	0	1.1	-1
O=C(CN(CC1CCCO1)S(=O)(=O)c1ccc(S(=O)(=O)NC2CC2)cc1)Nc1ccccc1 (centres undefined)	1	1504	4	7	-3	-2	13	-4	0.9	-1
C/C(=N\Nc1cc(C)nc(-c2ccccc2)n1)c1cccc([N+](=O)[O-])c1	1	1330	11	3	-2	-4	8	-4	1	4
O=C(CCSc1ccc(Cl)cc1)Nc1cccnc1	1	1502	3	-15	-4	-4	7	5	1.2	-2
COc1ccc(-c2nnc(SCC(=O)N3CCN(c4ccccc4)CC3)o2)cc1OC	0.9	1252	-14	-3	2	7	-6	-4	1	-3
Oc1ccc(/C=N/NC(=S)N/N=C/c2ccc(O)cc2)cc1	1	1328	-1	-12	17	0	1	-6	1.1	-2
CC(C)(C)C1CCC(OC(=O)C[N+]2(C)CCCC2)CC1 (centres undefined)	1	1411	-10	24	0	-4	-2	-3	0.8	-2
Nc1cc(=O)[nH]c(SCC(=O)Nc2cccc(Cl)c2Cl)n1	1	1642	-7	9	-4	4	0	4	0.9	0
COC(=O)c1ccccc1NC(=O)c1ccc(Cn2cc(Cl)cn2)o1	1.1	1637	-2	8	-12	-6	8	4	0.9	-2
Cn1cc(Br)c(C(=O)N2CCN(c3cccc(Cl)c3)CC2)n1	1	1451	-1	-5	-8	-2	16	-2	1.1	-2
O=C(N/N=C/c1ccc(-c2cccc([N+](=O)[O-])c2)o1)[C@H]1C[C@@H]1c1ccccc1	1.1	1540	-4	8	0	-6	0	-5	0.9	1
CCC(C(=O)OCC(=O)Nc1c(C)n(C)n(-c2ccccc2)c1=O)c1ccccc1 (centres undefined)	1	1550	-1	-1	-1	-5	11	-1	1	-2
FC(F)Sc1ccc(NC(=S)NC2CCC(NC(=S)Nc3ccc(SC(F)F)cc3)CC2)cc1 (centres undefined)	1.1	1546	-3	36	-4	-7	0	-3	0.6	-1
CCOCCCNC(=O)Cc1ccc(OC)c(OC)c1	1	1548	6	2	0	-3	15	2	1	-2
Cn1c(=O)c2c(nc(Br)n2Cc2ccc3ccccc3c2)n(C)c1=O	1.1	1681	2	3	-11	-5	6	-7	1	-2
COC(=O)c1cnn2c(C(F)(F)F)cc(-c3ccco3)nc12	1.1	1763	6	6	-6	-5	6	2	0.9	2
O=c1[nH]c(CO)nc2c1oc1ccccc12	1.1	1628	6	5	-6	-5	12	-2	0.9	-6
COCc1ccc(CN2CCCC(CO)(Cc3ccccc3)C2)o1 (centres undefined)	1.1	1499	10	-9	-12	-6	-1	2	1.1	-3
CCCCSc1nc(C)c(CC(=O)O)c(=O)[nH]1	1.1	1500	8	12	-7	-8	-5	6	0.9	1
CCOC(=O)C1=C(C)Nc2ccccc2N=C1NC(=O)c1cccc(S(=O)(=O)N(C)C)c1	1.1	1733	4	0	-16	-11	4	4	1	1
Cc1[nH][nH]c(=O)c1C=NCc1ccc(Cl)cc1	1	1652	-5	-34	-66	-2	-2	1	1.3	-3
S=C(Nc1ccccc1)Nc1ccc(OCc2ccccc2)cc1	1	1737	6	-5	-5	-2	11	10	1	-5
COc1ccc(Cl)cc1NC(=S)N(Cc1ccccc1C)CC1CCC(C(=O)O)CC1 (centres undefined)	1	1688	3	-2	-4	-2	3	4	1	4
c1ccc2c(-c3nnc4n3CCCCC4)c[nH]c2c1	1	1376	6	5	-14	-2	-2	-4	1	-8
CCN(Cc1ccncc1)C(=O)CC1C(=O)NCCN1Cc1ccc(F)c(F)c1 (centres undefined)	1	1613	3	-23	-4	-3	-1	6	1.2	-4
O=C(N/N=C/c1ccc(N2CCOCC2)cc1)C1CC1	1.1	1553	5	-2	-8	-8	0	9	1	-4
CCOC(=O)c1cnn(-c2ncnc3sc(C)c(C)c23)c1N	1.1	1246	3	11	-20	-7	-3	0	0.9	-3
Nc1cc(=O)[nH]c(=S)n1-c1cccc(C(F)(F)F)c1	1	1330	-4	-4	4	-4	-1	2	1	-4
C=CCOC(=O)C1C(=O)CC(C)(O)C(C(=O)OCC=C)C1c1ccc(N(C)C)cc1 (centres undefined)	1	1488	-4	8	-8	-1	3	-2	0.9	-2
O=C(c1ccc(Br)o1)N1CCN(Cc2ccc3c(c2)OCO3)CC1	1.1	1724	3	4	-19	-9	7	4	1	-1
Cc1ccccc1C(C(=O)NC1CCCC1)N(C(=O)CNC(=O)c1ccco1)c1cccnc1 (centres undefined)	1	1675	1	0	-9	0	3	7	1	-4
CCCOc1ccc(C(C)(O)CN2CCOCC2)cc1 (centres undefined)	1	1729	13	5	-8	-1	8	10	1	-2
Cc1ccc(Cn2ccc(NC(=O)c3nc4ncccn4n3)n2)cc1	1	1590	2	8	-7	-2	-17	2	0.9	-1
O=C(OCCN1CCOCC1)c1cccs1	1	1590	10	6	-8	-2	-5	0	0.9	-6
O=[N+]([O-])c1cccc(/C([O-])=C(/C(=S)Nc2ccccc2)[n+]2ccccc2)c1	1	1377	-14	10	21	0	-2	-7	0.9	-5
O=C1c2nc3ccccn3c2C(=O)N1Cc1ccccc1	1	1635	-7	3	-1	0	10	5	1	5
CO/N=C/CC(=O)Nc1ccc(F)cc1F	1.1	1496	-1	5	0	-6	3	5	1	-3
COC(=O)C(NNc1ccccc1)(NC(=O)c1cccc(F)c1)C(F)(F)F (centres undefined)	1	1638	0	9	-1	-3	-3	-8	0.9	-5
O=c1c2c(-c3ccc([N+](=O)[O-])cc3)csc2nc2n1CCCCC2	1	1590	0	-20	-2	-3	2	-1	1.2	-1
COc1ccc(-c2nc(CN(CC3CCC(=O)N3)C(C)C)c(C)o2)c(C)c1C (centres undefined)	1	1758	-2	-35	-3	-5	-1	7	1.3	4
O=C(Nc1nc2cc3c(cc2s1)OCCO3)c1cccc(S(=O)(=O)N2CCOCC2)c1	1.1	1534	6	-6	-8	-8	2	7	1.1	x
O=C(Nc1ncc(Cc2cccc(Cl)c2)s1)C1=NCCN1	1.1	1551	-1	-11	-32	-6	5	4	1.1	-8
COc1ccc(/C=C/C(=O)Nc2ccc3nc4n(c(=O)c3c2)CCCC4)cc1OC	1	1470	-1	5	-6	-2	-2	3	1	-6
CN(Cc1ccco1)C(=O)C1CCC(=O)N1Cc1ccc(F)cc1 (centres undefined)	1	1620	9	7	-9	-2	2	-4	0.9	6
Cc1ccc(C(=O)CSc2nnc(-c3c[nH]c4ccccc34)o2)cc1	1	1619	9	29	-7	-2	11	0	0.7	-1
CC(NC(=O)Cn1ncc(Cl)c(Cl)c1=O)C12CC3CC(CC(C3)C1)C2 (centres undefined)	1	1307	-5	-8	-6	4	1	5	1.1	-2
CCOC(=O)NCc1ccc(S(=O)(=O)Nc2c(C)cccc2C)cc1	1.1	1522	4	8	-13	-7	-13	0	0.9	-6
O=C(NCc1ccco1)c1ccc(S(=O)(=O)c2cccc(S(=O)(=O)N3CCOCC3)c2)cc1	1.1	1450	-1	10	-13	-9	-3	4	0.9	0
O/N=C/c1cc(Br)ccc1OCc1ccc(F)cc1	x	1428	2	x	x	x	7	6	x	x
O=C(NCc1ccc2c(c1)OCO2)C1CC(=O)N(c2ccc(O)cc2)C1 (centres undefined)	1.1	1420	7	15	-15	-5	-1	-5	0.9	-2
CN(C)CCCOC(=O)c1sc2ccccc2c1Cl	1	1596	-6	13	0	3	-1	-4	0.9	-1
COc1cc(C(=O)NCCCNc2nc3cc(C)c(C)cc3cc2C#N)cc(OC)c1OC	1	1665	-2	-17	-12	1	5	5	1.2	2
CC(C)n1c(SCC(=O)Nc2nc3ccccc3s2)nc2c1c(=O)n(C)c(=O)n2C	x	1589	3	x	x	x	-5	1	x	-1
Cc1ccc(N2C(=O)c3ccccc3C2Nc2ccc(S(=O)(=O)N3CCOCC3)cc2)nc1 (centres undefined)	1	1586	10	6	-1	-2	-10	6	0.9	-6
